Source: PubChem (Sanford-Burnham Center for Chemical Genomics)
VHR inh color = VHR1 phosphatase inhibitors, primary screen, biochemical, colorimetric, HTS | inhibition, % at 20 µM | AID 1992, 2009 | actives 0.7% (n = 50,000) | recombinant VHR phosphatase, colorimetric substrate read-out | Dual specificity protein phosphatase 3 (Homo sapiens), P51452; in the data active = inhibition above about 60%; also: some results filed as inactive read as strong as hits
Target sequence (P51452 whole entry, looked up): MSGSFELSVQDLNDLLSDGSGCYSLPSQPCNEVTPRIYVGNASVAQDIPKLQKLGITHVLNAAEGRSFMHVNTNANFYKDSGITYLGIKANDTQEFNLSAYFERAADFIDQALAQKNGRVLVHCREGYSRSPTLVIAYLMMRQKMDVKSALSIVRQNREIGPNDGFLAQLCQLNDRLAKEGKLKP
Active calls of the source: *; & = joins results of further samples. These rows are one share of the data; count on the stated rates, not on these rows.

compound,VHR inh color
O=Cc1ccc(OC(=O)c2ccc(I)cc2)cc1,-8.0
Cc1ccc(/C=C2/C(=O)NC(=O)N(c3ccc(C(C)C)cc3)C2=O)o1,-2.7
Cc1cccc(/C=C2\C(=O)NN(c3ccccc3)C2=O)c1,9.6
COC(=O)c1ccc(OCc2cc(C(=O)OC)oc2C)cc1,-20.7
CN(C)C(=O)c1sc2ccccc2c1Cl,22.1
CC(C)CCc1c(O)nc(SCCN(C)C)[nH]c1=O,-0.3
CCOCCOC(=O)c1ccc(NC(=O)c2cccs2)cc1,-4.9
COc1ccc(NC(=O)/C(=C\c2ccc(Br)cc2)NC(=O)c2ccccc2F)cc1,-16.8
CCOC(=O)c1c(N)sc(C)c1-c1ccc(OCC)cc1,5.2
CCOC(=O)C1=C(c2ccccc2)N=c2s/c(=C\c3ccc(O)c(OC)c3)c(=O)n2C1c1ccccc1OC (stereo not drawn),-2.3
CCCN1C(=O)c2cccc3c(S(=O)(=O)N(C)C)ccc1c23,-4.8
COc1ccc(O)c(-c2cc(-c3ccccc3C)[nH]n2)c1,13.8
COc1ccc(NC(=O)C2CC(=O)N(c3ccc(Br)cc3)C2)c(OC)c1 (stereo not drawn),8.5
OC(c1ccccc1)c1nc2ccccc2s1 (stereo not drawn),-9.6
O=C(NCCc1ccccc1)c1nn2c(c1Br)NC(c1cccs1)CC2C(F)(F)F (stereo not drawn),1.1
O=[N+]([O-])c1ccc(N2CCN(S(=O)(=O)c3ccccc3)CC2)cc1Sc1cccc2cccnc12,-6.5
Cc1ccc(C(=O)Nc2nc(-c3ccc(F)cc3)cs2)o1,-2.1
COCCNC(=O)c1cc2nc(-c3ccc(Cl)c(Cl)c3)cc(C(F)(F)F)n2n1,-12.0
Cc1cc(C)nc(NC(=O)c2c(-c3c(Cl)cccc3Cl)noc2C)c1,-5.5
c1ccc2c(c1)[nH]c1nc3nncn3nc12,-30.7

The closing 3 compounds of the section above are carried over, then new ones follow:
compound,VHR inh color
COCCNC(=O)c1cc2nc(-c3ccc(Cl)c(Cl)c3)cc(C(F)(F)F)n2n1,-12.0
Cc1cc(C)nc(NC(=O)c2c(-c3c(Cl)cccc3Cl)noc2C)c1,-5.5
c1ccc2c(c1)[nH]c1nc3nncn3nc12,-30.7
Cc1cccc(C(=O)Nc2c(C(=O)N3CCN(C)CC3)cnn2-c2ccccc2)c1,-6.0
CC1=NN(c2ccc(S(N)(=O)=O)cc2)C(=O)/C1=C\c1ccc(-c2ccc(C(=O)OC(C)C)cc2)o1,-1.6
COc1cccc(OCC(=O)Nc2ccc(OC)c(OC)c2)c1,-32.6
O=C(NCCOc1cccc2ccccc12)Nc1cc(F)c(F)cc1Cl,13.1
Cc1ccc(OCC(=O)NCc2ccc3c(c2)OCO3)c(C)c1,-20.0
Oc1ccccc1C1=NCCNC(C(F)(F)F)=C1,-1.9
COc1ccc(CNC(=O)c2ccc(C)c([N+](=O)[O-])c2)cc1,-27.0
CN1C(=O)/C(=C\c2ccc(OCCOc3ccc([N+](=O)[O-])cc3)cc2)SC1=S,-0.6
COC(=O)C1=C(C)N(CCc2ccc(OC)c(OC)c2)C(=O)/C1=C\c1ccc2c(c1)OCO2,6.3
CCOC(=O)CSc1nnc(-c2ccccc2)c(-c2ccccc2)n1,-15.0
O=C1NC(=Nc2cccc(Cl)c2Cl)S/C1=C\c1ccco1,-1.9
c1ccc(C(c2ccccc2)c2nnc(C(c3ccccc3)c3ccccc3)o2)cc1,-28.9
CC1(C)Cc2c(sc3nc(SCCc4ccccc4)n(CCc4ccccc4)c(=O)c23)CO1,-15.5
COc1ccc(Cl)cc1N(CC(=O)NCc1ccncc1)S(=O)(=O)c1ccc(C)cc1,10.4
CN(C)CCC(=O)c1ccc(O)cc1,-13.3
COc1ccc(C2Nc3ccccc3C(=O)N2Cc2ccccc2)cc1Cn1nc(C)c([N+](=O)[O-])c1C (stereo not drawn),-8.2
CC1=C(C(=O)OCC(C)C)C(c2ccc([N+](=O)[O-])cc2)NC(=O)N1 (stereo not drawn),-13.9
COc1ccc(C(=O)c2ccc(Cl)cc2)c2ccccc12,5.6
CN1CCN(NC(=O)c2ccc(C(C)(C)C)cc2)CC1,-19.5
O=C(Nc1ccncc1)c1ccc(NC(=O)c2ccco2)cc1,-33.6

The final 2 compounds of the part before lead into the next.
compound,VHR inh color
CN1CCN(NC(=O)c2ccc(C(C)(C)C)cc2)CC1,-19.5
O=C(Nc1ccncc1)c1ccc(NC(=O)c2ccco2)cc1,-33.6
NC(=O)c1ccccc1NC(=O)c1cc([N+](=O)[O-])ccc1Cl,-3.2
CCCOc1ccc(/C=C2\C(=O)NN(c3ccccc3)C2=O)cc1OC,5.0
OC(COc1cccc(Cl)c1)Cn1cnc2ccccc21 (stereo not drawn),-22.6
CCOc1ccc(/C=C2\C(=O)NC(=O)N(c3ccc(Cl)cc3)C2=O)c(OCC)c1,-5.0
O=C1/C(=C/c2cn(-c3ccccc3)nc2-c2ccco2)SC(=S)N1C1CCS(=O)(=O)C1 (stereo not drawn),35.0
CSc1ccc(C2Nc3ccc4ccccc4c3C3=C2C(=O)CC(C)(C)C3)cc1 (stereo not drawn),-18.8
COc1ccc(/C=C(\C#N)C(=O)NCC2CCCO2)cc1 (stereo not drawn),1.1
COC(=O)C1=C(C(=O)OC)SC(=C2C(=S)C(C)(C)N(C(=O)C(F)(F)F)c3cc(C)ccc32)S1,-25.1
Cc1cc(C(C)(C)C)nc2[nH]n(-c3ccccc3)c(=O)c12,12.1
COc1ccc(OC)c(S(=O)(=O)n2nnc3ccccc32)c1,-24.2
CCN(CC)CC(=O)c1ccc(-c2ccccc2)cc1,-1.8
Cc1nn2c(C(F)(F)F)cc(-c3ccc(Cl)cc3)nc2c1C(=O)NCc1ccco1,8.8
O=C(Nc1ccc(Cl)cn1)c1ccc(OCc2ccccc2)cc1,-3.6
O=C(c1ccc2nc3c4ccccc4c4ccccc4c3nc2c1)N1CCOCC1,-33.1
O=C(Nc1ccc(-c2nc3ccccc3s2)c(O)c1)c1ccc(Cl)cc1Cl,0.8
CCCCCC(=C/c1ccccc1)/C=N/NC(N)=O,-10.4
O=C1CSC(c2cn(-c3ccccc3)nc2-c2ccccc2)N1Cc1ccc(Cl)cc1 (stereo not drawn),-10.5
COc1ccc(O)c(-c2cc(-c3ccc(Br)cc3)n[nH]2)c1,-14.8
O=C(O)C1Nc2c(C(=O)N3CCCC3)cccc2C2C=CCC12 (stereo not drawn),-1.2
CCc1nc2c(c(=O)[nH]1)C1(CCCC1)Cc1ccccc1-2,-2.9

Other entries follow.
compound,VHR inh color
COc1ccccc1OCC(=O)n1nc(C)cc1C,-14.2
COc1ccc(C(=O)Nc2ccccc2C(=O)NC(C(=O)Nc2cccc(C)c2)C(C)C)cc1 (stereo not drawn),29.7
COc1ccc(S(=O)(=O)N(CC(=O)N2CCCC2)c2ccc(C)cc2)cc1OC,-13.1
COc1ccc(N2C(=O)CC(Nc3ccc(Cl)cc3)C2=O)cc1 (stereo not drawn),-9.7
CN(C)c1ccc(/C=C2\SC(=S)NC2=O)cc1Br,-8.2
COc1ccc(C(=O)Nc2ccccc2SC)cc1,-45.3
O=C(Nc1ccc(Cl)c(-c2nc3c(ccc4ccccc43)o2)c1)c1ccccc1[N+](=O)[O-],-1.7
CCc1ccc(/C=C2/SC(=S)N(CCC(=O)O)C2=O)cc1,36.9
O=S(=O)(c1ccc(Cl)c(Cl)c1)N1CCN(Cc2ccccc2)CC1,-4.9
COc1cc(/C=N\Nc2cc(N(C)C)nc(N(C)C)n2)ccc1O,-2.8
Cc1ccccc1C(=O)Nc1nc2ccc(Br)cc2s1,7.7
COCCOC(=O)C1=C(C)NC(=O)NC1c1ccc(N(C)C)cc1 (stereo not drawn),1.1
O=C(COc1ccccc1)Nc1cc(C(=O)O)cc(C(=O)O)c1,-30.4
COc1cc(SC)ccc1C(=O)N1CCCC(C)C1 (stereo not drawn),-21.8
O=C(NC(=S)Nc1ccc(N2CCOCC2)c(Cl)c1)c1ccco1,11.3
CCc1cc(=O)oc2cc(OCC(=O)O)ccc12,-5.7
O=C1c2ccccc2C(=O)c2c(NCCO)ccc(NCCO)c21,-2.4
O=C(NCC1CCS(=O)(=O)C1)OC1CCCCC1 (stereo not drawn),-19.3
O=C(c1ccccc1Cl)c1coc2ccc(Cl)cc2c1=O,-4.2
COc1ccc(C(=O)N2CCN(Cc3ccccc3)CC2)cc1[N+](=O)[O-],-1.7

(further entries)
compound,VHR inh color
CC(=O)Oc1ccccc1/C=C1\C=C(c2ccc(Cl)cc2)OC1=O,5.9
O=C1c2cccc3cccc(c23)C(=O)N1CCCCO,0.1
Cc1ccnc(NS(=O)(=O)c2ccc(NS(=O)(=O)c3ccc([N+](=O)[O-])cc3)cc2)n1,-33.6
CC1(C)CC(NC(=O)c2cccc(Cl)c2)CC(C)(C)N1,25.1
CN1C(=O)N(C)C2(c3ccccc3)N(C)C(=O)N(C)C12c1ccccc1 (stereo not drawn),1.8
CCCSc1nnc(NC(=O)Nc2ccc(Cl)cc2)s1,-21.3
O=c1c2ccccc2[nH]c(=S)n1Cc1ccccc1,-7.7
COc1cc(Br)c(/C=C2/C(=O)N(c3ccc(C)cc3)N=C2C)cc1OC,-3.0
O=C(NC1CCS(=O)(=O)C1)C12CC3CC(CC(C3)C1)C2 (stereo not drawn),-2.1
O=C(Oc1ccc(Br)cc1/C=N/NC(=O)c1ccccn1)c1ccc(Br)cc1,-15.3
O=C(COc1ccc(Cl)cc1Br)N/N=C/c1cccc(OC(=O)c2cccs2)c1,-12.5
CCCCOc1ccc2c(C)c(CC)c(=O)oc2c1C,8.1
COC(=O)c1ccc(-c2ccc(C=C3C(=O)N(C)C(=O)N(C)C3=O)o2)cc1,-12.7
CCOc1cc(C=O)cc(Br)c1OCc1ccccc1Cl,-69.1
COC(=O)c1ccc(Cl)c(NC(=O)C(C)NC(=O)C(c2ccccc2)c2ccccc2)c1 (stereo not drawn),-7.3
O=C(N/N=C/C1CC=CCC1)c1cc(Br)ccc1O (stereo not drawn),1.4
CCOc1ccccc1NC(=O)CN(c1ccc(OC)c(Cl)c1)S(C)(=O)=O,15.0
COc1cc(OC)c(OC)cc1CN1CCN(C2C3CC4CC(C3)CC2C4)CC1 (stereo not drawn),-4.5
Cc1cc2c(cc1C)NC(=O)CC(C(F)(F)F)=N2,-7.7
CS(=O)(=O)N(Cc1ccc(C(=O)NCCSCc2ccccc2Cl)cc1)c1ccccc1,-71.2

(continued)
compound,VHR inh color
CCCCSc1nc2cc(C)ccc2n1C,-12.0
O=C(O)c1cccc(NC(=O)c2cc(S(=O)(=O)NCc3ccccc3)ccc2Cl)c1,6.5
CN(C)c1ccc(/C=C(\NC(=O)c2ccccc2)C(=O)NCc2ccncc2)cc1,-3.5
COC(=O)c1ccccc1NC(=O)c1cc2nc(-c3cccs3)cc(C(F)(F)F)n2n1,-34.5
Cc1ccc(N2C(=O)CC(N3CCN(c4ccc([N+](=O)[O-])cc4)CC3)C2=O)c(C)c1 (stereo not drawn),-17.2
N/C(Cc1ccc([N+](=O)[O-])cc1)=N\OC(=O)COc1ccc(Br)cc1,22.0
COc1ccc(C(C)(C#N)CC#N)cc1 (stereo not drawn),3.2
CCN1CCn2c3c(c4cc(Br)ccc42)CCCC31 (stereo not drawn),-1.0&-1.9
COc1cc(C)cc2oc(=O)cc(C)c12,-28.4
CCOC(=O)c1c(C)sc(Sc2ccc(Br)cc2[N+](=O)[O-])c1OC,7.6
COc1ccccc1-c1c(C(F)(F)F)oc2c(CN3CCC(C)CC3)c(O)ccc2c1=O,-0.4
COc1ccc(-c2c(C#N)c(N)nc3c2CCCCC3)cc1OC,-3.6
CCCN1CCC(=NNC(=O)c2ccc(O)cc2)CC1,-23.9
C/C(=N\NS(=O)(=O)c1ccccc1)c1ccc(I)cc1,-13.7
Cc1ccc[n+](CC(=O)c2ccc(Cl)cc2)c1C,-17.9
O=C(O)c1ccc(/C=N/N2CCN(Cc3ccc(Cl)cc3)CC2)cc1,-14.6
CC(=O)C1=C(Nc2ccc(Br)cc2)CC(C)(O)C(C(C)=O)C1c1ccc(Cl)cc1 (stereo not drawn),-1.6
CCOC(=O)c1ccc(NS(=O)(=O)c2cc(-c3nnnn3C)ccc2OC)cc1,-3.8
CCOc1cc(/C=C2\C(=O)N(c3ccc(S(N)(=O)=O)cc3)N=C2C)ccc1O,-17.6
CC1CCN(C2=NC(=O)/C(=C/c3cccc4ccccc34)S2)CC1,13.1

More results
compound,VHR inh color
COc1cccc(C(=O)Nc2ccc(Br)cn2)c1,-7.8
CN1CCOCCOCCN(C)C(=O)N2CCOCCOCCN(CCOCC2)C1=O,-4.5
COC(=O)C1(CC(=O)C(C)(C)C)NN=C(c2ccccc2)S1 (stereo not drawn),-27.3
O=C(N=Nc1c(O)n(Cc2ccccc2)c2ccccc12)c1ccc2ccccc2n1,-41.6
CN(C)N1C(=O)c2ccc3c4c(ccc(c24)C1=O)CC3,3.9
CC(C)(C)NC(=S)NC12CC3CC(CC(C3)C1)C2,-0.7
CC(=O)NC12CC3(C)CC(C)(C1)CC(NC(C)=O)(C3)C2,0.2
Cc1cccc(NC(=O)COc2ccccc2)n1,-4.7
O=C(NNC(=S)Nc1ccccc1)c1cccnc1,12.2
CCc1ccc(NC(=O)C2COc3ccccc3O2)cc1 (stereo not drawn),-6.0
CC(Cc1ccccc1)NC(=O)C1COc2ccccc2O1 (stereo not drawn),-5.5
CN(C)c1ccc(C(c2ccc(N(C)C)cc2)(c2ccc(N(C)C)cc2)C(F)(F)F)cc1,-3.8
